LAP4 TOR yeast – alters LAP4-GFP fluorescence in TOR pathway yeast screen | S. cerevisiae LAP4-GFP multiplex, flow cytometry GFP, 3 h; median GFP as percent of DMSO wells | GFP response vs DMSO, % at 10 µM | hit rate 0.34% among 320,000;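 active = GFP response vs DMSO above a set limit, about the screen mean plus 3 SD, cut at about 150% in these data; inconclusive = under 70 cell events counted for the yeast strain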
AGP1 TOR yeast – modulators of TOR pathway AGP1-GFP in S. cerevisiae | AID 2066 | S. cerevisiae AGP1-GFP multiplex flow cytometry, 3 h; GFP as percent of DMSO wells | hit rate 0.02% among 320,000 | GFP response vs DMSO, % at 10 µM;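 active = GFP response relative to DMSO above a set limit, near screen average plus 3 SD, cut at about 150% in these data; inconclusive = fewer than 70 cells counted for the yeast strain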;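 note: median GFP channel fluorescence of the gated AGP1 strain per well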
MEP2 TOR yeast – alters MEP2-GFP fluorescence in TOR pathway yeast screen; hit rate 0.51% among 330,000; GFP response vs DMSO, % at 10 µM; AID 2016; S. cerevisiae MEP2-GFP strain, flow cytometry GFP, 3 h; 100% = DMSO control level;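 active = GFP response versus DMSO above a set limit, roughly screen mean plus 3 SD, cut at about 180% in these data; inconclusive = fewer than 70 cells counted for a yeast strain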;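 note: median GFP fluorescence of the barcode-gated MEP2-GFP cells per well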
RPL19A-GFP yeast – alters RPL19A-GFP fluorescence in TOR pathway yeast screen | hit rate 0.3% among 330,000 | S. cerevisiae RPL19A-GFP strain, flow cytometry, 3 h; stronger effect = lower value | percent response vs DMSO, % at 10 µM;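 active = percent response vs DMSO below 50%; inconclusive = fewer than 70 events counted for the yeast strain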;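 note: median channel GFP fluorescence of the barcoded RPL19A-GFP strain; ratio of sample median GFP to plate DMSO average so 100% = DMSO; lower means less RPL19A-GFP as with rapamycin TOR inhibition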
CIT2 TOR yeast – alters CIT2-GFP fluorescence in TOR pathway yeast screen. S. cerevisiae CIT2-GFP strain, flow cytometry, 3 h; 100 means same as DMSO wells. GFP response vs DMSO, % at 10 µM. hit rate 0.065% among 320,000;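 active = GFP response relative to DMSO above a set limit, near the screen mean plus 3 SD, cut at about 150% in these data; inconclusive = Fewer than 70 cells measured for a yeast strain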;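 note: ratio of well median GFP fluorescence to mean of DMSO wells on the plate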
AHR act – activators of human aryl hydrocarbon receptor | AHR-responsive luciferase reporter cells, luminescence | P35869 | activation, % at 5 µM | hit rate 2.5% among 320,000; in the data active = activation above about 47%;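 note: 0% = vehicle wells and 100% = reference agonist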
proCasp7 act – activates human procaspase-7, counter-screen for procaspase-3 activators. activation, % at 8.5 µM. P55210. recombinant procaspase-7, Ac-DEVD-pNA absorbance 405 nm; D23A/D198A/D206A triple mutant, cannot self-cleave; scale: DMSO 0, 5 µM enzyme 100. AID 463210. hit rate 0.093% among 330,000;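 active = percent activation above the screen-wide mean plus 3 SD, cut at about 25% in these data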
Target sequence (P55210 whole entry D23A/D198A/D206A): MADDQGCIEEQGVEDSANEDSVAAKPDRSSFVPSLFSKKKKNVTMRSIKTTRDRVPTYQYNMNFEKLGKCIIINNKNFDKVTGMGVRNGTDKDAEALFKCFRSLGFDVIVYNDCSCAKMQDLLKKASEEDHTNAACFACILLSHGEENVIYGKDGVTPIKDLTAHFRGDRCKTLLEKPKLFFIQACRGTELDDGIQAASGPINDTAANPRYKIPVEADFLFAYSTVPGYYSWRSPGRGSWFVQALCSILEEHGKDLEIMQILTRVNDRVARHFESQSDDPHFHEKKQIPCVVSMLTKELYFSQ
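System: Procaspase-7 triple mutant (PC-7 D3A); measure: % activation from two-timepoint absorbance difference, scaled to controls; times: 1 h compound preincubation, 2 h substrate cleavage, 25 °C; also added: Ac-DEVD-pNA substrate, 400 µM as added; measured by: Epi-absorbance of released pNA at 405 nm, two timepoints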
procasp3 activ – activators of human procaspase-3 | AID 463141 | P42574 | recombinant procaspase-3 D3A, Ac-DEVD-pNA absorbance 405 nm | activation, % at 8.5 µM | hit rate 0.11% among 330,000;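 active = activation above the mean of all tested compounds plus 3 SD, cut at about 21% in these data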;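 note: 0% = DMSO alone and 100% = DMSO wells spiked with extra 5 µM PC-3 D3A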
Target sequence (P42574 whole entry D9A/D28A/D175A): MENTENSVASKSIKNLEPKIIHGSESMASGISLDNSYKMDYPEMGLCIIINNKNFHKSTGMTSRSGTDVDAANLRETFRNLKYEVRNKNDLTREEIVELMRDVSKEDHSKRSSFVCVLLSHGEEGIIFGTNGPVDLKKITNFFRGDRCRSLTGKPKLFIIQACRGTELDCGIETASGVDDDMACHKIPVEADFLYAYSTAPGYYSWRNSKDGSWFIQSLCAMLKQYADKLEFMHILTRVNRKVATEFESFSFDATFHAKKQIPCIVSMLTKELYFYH
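Assay system: Autoprocessing-dead procaspase-3 D3A mutant enzyme; also added: Ac-DEVD-pNA; doses: one concentration, 8.5 µM nominal, 0.8% DMSO; times: 1 h compound preincubation, 2 h substrate hydrolysis at 25 °C; technique: 405 nm absorbance of p-nitroaniline, reads at 0 and 120 min; measure: % activation between DMSO and enzyme-spiked controls; repeats: single replicate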
Numbers without * were called inactive; ? = inconclusive; . = no result given; [ ] = dose if it differs, or a comment.

SMILES	LAP4 TOR yeast	AGP1 TOR yeast	MEP2 TOR yeast	RPL19A-GFP yeast	CIT2 TOR yeast	AHR act	proCasp7 act	procasp3 activ
Cc1cc(C)n(C(=O)C(C(=O)c2ccccc2)C(C)C)n1 (configuration not stated)	91	107	102	104	102	0	-3	3
COc1ccccc1NC(=O)c1cccc2c(Br)cccc12	89	97	98	101	103	53*	2	4
Cc1cc(C)cc(NC(=O)N2CCCC2C(=O)NCc2ccco2)c1 (configuration not stated)	92	94	87	90	88	4	6	-3
COc1ccc(S(=O)(=O)N2CCOC2CNC(=O)C(=O)NCc2ccncc2)cc1C (configuration not stated)	86	91	92	99	103	-5	1	2
O=C(CSc1nc2ccccc2n1S(=O)(=O)c1ccccc1)N1CCCCC1	100	101	99	96	104	-3	-10	6
CN(C)c1ccc(C(=O)Nc2nnc(C3=COCCO3)o2)cc1	103	102	111	96	110	6	3	2
O=C(Nc1cccc(S(=O)(=O)N2CCCCC2)c1)c1ccc(S(=O)(=O)C(F)F)cc1	94	98	98	95	92	3	-3	2
COCCNC(=S)Nc1ccc(Cl)c(Cl)c1	91	97	100	103	103	14	4	4
CC(C)NC(=O)/C(=C\c1cccc([N+](=O)[O-])c1)NC(=O)c1ccccc1	99	106	107	104	103	0	3	-6
Cc1cc(C)c2cc3c(N)c(C(=O)N4CCc5ccccc5C4)sc3nc2c1	89	96	96	94	89	10	-9	8
Cc1cccc(Nc2ccncc2S(N)(=O)=O)c1	107	105	102	101	98	0	-2	-17
OC(CN1CCc2ccccc2C1)c1ccccc1 (configuration not stated)	92	99	101	95	99	6	12	14
Cc1cc(NC(=O)c2cc(C3CC3)on2)no1	118	91	102	102	90	-2	-2	0
CCOc1ccc(S(=O)(=O)n2cnc3cc(C)c(C)cc32)cc1	128	91	92	90	81	-7	-2	1
Cc1c(CCO)c(=O)[nH]n1S(=O)(=O)c1ccc(Cl)cc1Cl	104[may fluoresce green]	103[may fluoresce green]	96[may fluoresce green]	96[may fluoresce green]	113[may fluoresce green]	-3	2	-3
COc1ccc(CCN2CC(C(=O)Nc3nccs3)CC2=O)cc1OC (configuration not stated)	105	113	107	102	100	0	9	-3
Cc1ccccc1OCC(=O)Nc1nnc(C2CC2)s1	103	86	93	94	82	-2	0	2
CC(=O)Nc1ccc2nc(-c3cccn3C)[nH]c2c1	98	103	110	104	108	23	7	-2
CN(CC(=O)OCC(=O)NC1CCCC1)S(=O)(=O)c1ccc(Cl)cc1	97	95	103	97	98	-1	7	2
Cc1cc(/C=N/NC(N)=O)c(C)n1-c1ccc(F)cc1	100	100	93	95	93	4	5	-9
O=C(Nc1nc(-c2ccc(F)c(F)c2)cs1)Nc1ccc(F)cc1F	90	96	110	107	103	-1	7	1
CCOC(=O)c1[nH]cnc1C(=O)Nc1cccc(Cl)c1	105	105	97	99	93	1	4	0
O=C(O)CN1C(=O)/C(=C\c2cccc(OC(=O)c3ccco3)c2)SC1=S	102	95	103	100	91	0	-15	-11
COc1cccc(CNC(=O)Cn2c(=O)c3cccn3c3ccccc32)c1	90	66	99	103	92	4	8	0
Cc1nc2ccc3nc(NC(=O)c4ccco4)sc3c2s1	114	98	105	99	95	2	-15	-12
More records
SMILES	LAP4 TOR yeast	AGP1 TOR yeast	MEP2 TOR yeast	RPL19A-GFP yeast	CIT2 TOR yeast	AHR act	proCasp7 act	procasp3 activ
COc1ccc(-c2cn(Cc3ccc(C(N)=O)cc3)c(CCN)n2)cc1	98	104	102	103	101	2	-3	-1
Cc1cc(NC(=O)Cc2ccccc2)nc2c1c(=O)oc1ccccc12	109	104	107	100	102	-2	10	4
COc1ccc(Cl)cc1Nc1nc(-c2sc(NC(=O)c3ccccc3)nc2C)cs1	98	105	101	105	102	95*	-23	-11
O=C(Nc1cccc(F)c1)NC1CCCCCCC1	76	86	96	107	94	.	.	.
Cc1ccc(S(=O)(=O)Nc2ccc3c(c2)nc(C)n3C)cc1	93	104	111	102	104	5	9	5
COCC(C)OC(=O)/C(C#N)=C\c1coc2ccc(C)cc2c1=O (configuration not stated)	139[may fluoresce violet]	29[may fluoresce violet]	303*[may fluoresce violet]	89[may fluoresce violet]	?	-1	-14	-4
CCc1cc2c(=O)[nH]c(CC(N)=O)nc2s1	87	96	106	85	.	1	-1	-1
CCc1ccc(C(C)NC(=O)COC(=O)c2ccc(-n3cnnn3)cc2)cc1 (configuration not stated)	103	102	104	90	111	-1	-8	3
CS(=O)(=O)c1nc(S(=O)(=O)c2ccc(Cl)cc2)c(N2CCCCCC2)s1	103	107	108	105	103	0	-5	0
Cc1ccc(S(=O)(=O)N2CCCN(S(=O)(=O)c3ccc(C(F)(F)F)cc3)CC2)cc1	99	97	98	96	93	0	7	1
CC(=O)c1ccc(NC(=O)CSc2nnc(Cc3cccn3C)n2-c2ccc(F)cc2)cc1	105	110	109	100	107	3	-14	-12
CC(C)(C)c1ccc(S(=O)(=O)N2CC(=O)Nc3ccccc32)cc1	97	106	99	99	106	-3	-5	-5
Cc1cc(C)n(CC(O)COc2ccccc2)n1 (configuration not stated)	98	96	104	96	98	-1	15	3
COc1ccc(CNC(=O)[C@@H](NC(=O)C2CCN(C(=O)[C@@H](N)CCSC)CC2)C(C)C)cc1	104	102	100	97	94	-1	-7	3
Cc1nccn1C[C@@H]1CCc2c(c3ccccc3n2C)C1=O	114	109	103	108	117	0	7	0
COc1cccc(CNC(=O)c2ccc(NC(=O)CC3SC(N4CCCCC4)=NC3=O)cc2)c1 (configuration not stated)	107	106	108	105	99	1	-7	-2
Cc1ccc(Nc2c(-c3ccccn3)nc3cc(C)ccn23)cc1	140	75	97	93	95	14	-12	-98
O=C(NCCCN1CCOCC1)C(=O)N/N=C/c1ccccc1Cl	107	103	98	99	102	1	8	-4
CCn1c(SCC(=O)N/N=C/C(C)=C/c2ccco2)nnc1-c1ccccc1	97	96	95	100	94	1	-4	3
Cc1nc(C)c(-c2csc(Nc3cccc(O)c3)n2)s1	111	111	99	96	101	2	5	-6
CCCCC[C@H](O)/C=C/[C@H]1[C@H](O)CC(=O)[C@@H]1CCCCCCC(=O)O	103	101	95	100	103	-1	-6	-2
COc1ccc(CCn2c(-c3ccncc3)n[nH]c2=S)cc1OC	98	113	114	104	113	0	-4	-2
O=C(NCCC1CCCCN1S(=O)(=O)c1ccccc1)C(=O)NCc1ccccn1 (configuration not stated)	106	109	97	96	101	0	4	14
Cc1ccc(Nc2nc(NCCCN3CCOCC3)nc(N)c2[N+](=O)[O-])cc1	95	72	96	97	71	10	-2	5
Cc1ccccc1Nc1nc(N)nc(CSc2nnc3sc4ccccc4n23)n1	102	103	96	100	94	19	1	0

Arranged by the number under AGP1 TOR yeast (falling): three from the list above
| structure | AGP1 TOR yeast |
| --- | --- |
| CCCCC[C@H](O)/C=C/[C@H]1[C@H](O)CC(=O)[C@@H]1CCCCCCC(=O)O | 101 |
| COc1ccccc1NC(=O)c1cccc2c(Br)cccc12 | 97 |
| Cc1cc(NC(=O)c2cc(C3CC3)on2)no1 | 91 |

Next part:
SMILES	LAP4 TOR yeast	AGP1 TOR yeast	MEP2 TOR yeast	RPL19A-GFP yeast	CIT2 TOR yeast	AHR act	proCasp7 act	procasp3 activ
COc1ccc(/C(N)=N/OC(=O)c2cc(-c3ccccc3)nc3ccccc23)cc1	104	91	99	96	94	4	-6	1
CCC(C)NC(=O)c1ccccc1NC(=O)c1ccccc1N(C)S(C)(=O)=O (configuration not stated)	94	100	98	95	104	0	19	-2
CCOC(=O)c1sc(-c2ccc(C)cc2)c(C#N)c1C	106	98	101	99	98	1	3	-6
Cc1ccccc1C(=O)Nc1ccccc1C(=O)NCc1ccccc1	99	99	101	104	99	2	3	-2
CCn1ncc(Br)c1C(=O)Nc1ccc(C(C)C)cc1	113	93	117	106	101	77*	-2	-8
Cc1c(O[C@@H]2O[C@H](CO)[C@@H](O)[C@H](O)[C@H]2O)c(CO)c(O[C@@H]2O[C@H](CO)[C@@H](O)[C@H](O)[C@H]2O)c2c1O[C@@H](c1ccccc1)C[C@@H]2O	100	100	93	99	93	-1	1	0
Oc1ccc(Cl)cc1N=Cc1sc2ccccc2c1Cl	97	97	97	97	99	13	-10	-2
COc1ccc(OC)c2sc(NC(=O)CCSc3ccccc3)nc12	89	86	90	86	89	59*	6	2
Cc1ccc2c(cnn2C(=O)CCC(=O)NCc2cccc(Cl)c2)c1	108	95	95	91	86	0	-9	-9
COc1ccc(N(CC(=O)O)S(=O)(=O)c2ccc(C)cc2)cc1Cl	104	107	103	105	105	-1	1	-2
c1ccc(-c2ccccc2OCCCN2CCCCCC2)cc1	98	107	98	103	99	-1	0	6
Cn1c(CC(=O)Nc2ccccc2)c(Sc2ccccc2)c2ccccc21	94	104	106	105	104	16	-16	-2
CC(OC(=O)c1cccc(S(=O)(=O)Nc2cccc(C(F)(F)F)c2)c1)C(=O)Nc1ccc2c(c1)OCCO2 (configuration not stated)	92	99	95	100	93	0	-1	-4
COc1ccc(/C=N\NC(=O)C2COc3ccccc3O2)cc1O (configuration not stated)	91	109	97	101	125	8	5	4
COc1cccc(C(=O)NCCC2=CCCCC2)c1	104	97	103	105	79	14	7	-4
O=C(Cc1ccsc1)NCc1ccccc1F	95	101	96	103	101	3	7	3
Cc1ccc([N+](=O)[O-])cc1N(CC(=O)NCC1CCCO1)S(C)(=O)=O (configuration not stated)	97	97	92	92	97	-1	2	-1
CCC(C)Nc1nc(OC(C(F)(F)F)C(F)(F)F)nc(OC(C(F)(F)F)C(F)(F)F)n1 (configuration not stated)	96	102	102	100	104	6	-4	9
CCCCC(=O)Nc1cc(NC(=O)CCCC)cc(C(=O)O)c1	88	97	96	95	97	-4	4	13
COc1ccc(C(=O)c2ccc(N3CCN(C4CC(=O)NC4=O)CC3)cc2)cc1F (configuration not stated)	109	.	96	100	99	6	-10	-12

Just RPL19A-GFP yeast and MEP2 TOR yeast, for some of the entries so far:
smiles,RPL19A-GFP yeast,MEP2 TOR yeast
Cc1ccccc1C(=O)Nc1ccccc1C(=O)NCc1ccccc1,104,101
CCn1ncc(Br)c1C(=O)Nc1ccc(C(C)C)cc1,106,117

Entries of single compounds, looked up by structure:
Profile of COc1cccc(C(=O)NCCC2=CCCCC2)c1 → LAP4 TOR yeast: 104; AGP1 TOR yeast: 97; MEP2 TOR yeast: 103; RPL19A-GFP yeast: 105; CIT2 TOR yeast: 79; AHR act: 14; proCasp7 act: 7; procasp3 activ: -4
Profile of Cc1ccccc1OCC(=O)Nc1nnc(C2CC2)s1 → LAP4 TOR yeast: 103; AGP1 TOR yeast: 86; MEP2 TOR yeast: 93; RPL19A-GFP yeast: 94; CIT2 TOR yeast: 82; AHR act: -2; proCasp7 act: 0; procasp3 activ: 2
